# yeast rad50: NCI yeast anticancer drug screen, S. cerevisiae rad50 strain. AID 155. % growth inhibition at 50 µM. 10% of 79,000 active;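 further: 0% = growth of vehicle-only cultures of the same strain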
#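 A DNA repair-deficient yeast mutant serves as the test organism; compound-induced growth inhibition is calculated against vehicle-treated cells.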
# sgs1 mgt1: NCI yeast anticancer drug screen, S. cerevisiae sgs1 mgt1 strain. growth inhibition, % at 50 µM. 10% of 78,000 active. AID 161;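 further: 0% = growth of vehicle-only cultures of the same strain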
#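 Read-out: growth inhibition vs vehicle controls. Cells: mutant yeast strain deficient in DNA damage repair.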
# mec2-1: NCI yeast anticancer drug screen, S. cerevisiae mec2-1 strain | 9% of 79,000 active | % growth inhibition at 50 µM;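 further: 0% = growth of vehicle-only cultures of the same strain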
#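 Yeast mec2-1 mutant treated with compound. Readout: growth inhibition vs vehicle controls.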
# mlh1 rad18: NCI yeast anticancer drug screen, S. cerevisiae mlh1 rad18 strain. 11% of 79,000 active. growth inhibition, % at 50 µM;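 further: 0% = growth of vehicle-only cultures of the same strain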
#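 Yeast w/ defined DNA-repair lesions; compound exposure; growth vs vehicle controls → % inhibition.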
# cln2 rad14: NCI yeast anticancer drug screen, S. cerevisiae cln2 rad14 strain | growth inhibition, % at 50 µM | 8.3% of 78,000 active | AID 165;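 further: 0% = growth of vehicle-only cultures of the same strain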
#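 Relative to vehicle controls, growth inhibition of compound-treated cln2 rad14 yeast was recorded.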
# yeast bub3: NCI yeast anticancer drug screen, S. cerevisiae bub3 mutant strain; 9.9% of 78,000 active; growth inhibition, % at 50 µM;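 further: 0% = growth of vehicle-only cultures of the same strain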
#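 Inhibition values come from growth of compound-treated mutant yeast normalised to vehicle-treated controls.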
# * hit, by the source's call; nt = no result given. No stated cut-off is given here; in the data, active means growth inhibition above about 70%; inactive means the rest. Rows are unselected; any-hit rate near 14%.
SMILES,yeast rad50,sgs1 mgt1,mec2-1,mlh1 rad18,cln2 rad14,yeast bub3
CC(=O)Oc1ccc2cc(NC(=O)c3ccccc3)c(=O)oc2c1,11.8,-1.6,-2.9,-3.4,-62.4,-1.9
CSc1ccc(OC(=O)C(C)NC(=O)C(CO)NC(=O)OCc2ccccc2)cc1 (stereo not drawn),5.8,-1.1,1.6,15.2,-2.0,-1.6
CC1CSC(NS(=O)(=O)c2ccc(N)cc2)=N1 (stereo not drawn),-16.2,5.0,-7.8,9.5,-33.4,6.5
C(/C=C/c1csnn1)=C\c1ccccc1,8.9,-4.2,8.8,0.5,15.8,2.4
CCOC(=O)C1=C(C)N(NC(N)=O)C2(N)N(NC(N)=O)C(C)=C(C(=O)OCC)C12C#N (stereo not drawn),-7.0,17.6,21.9,-12.1,4.3,10.6
O=C(NCc1ccccc1)C1C2CCC(C2)C1C(=O)NCc1ccccc1 (stereo not drawn),-0.8,-1.9,50.8,-6.3,-2.4,22.9
CC1=NN(C(=O)CC(=O)Nc2ccc(C(=O)O)cc2)C(=O)C1N=Nc1ccc(S(N)(=O)=O)cc1 (stereo not drawn),-4.7,-1.5,-15.8,-6.0,-24.3,0.6
O=S(=O)(CC(Br)c1ccccc1)CC(Br)c1ccccc1 (stereo not drawn),50.2,80.9*,43.0,46.6,40.0,63.2
OCc1ccc(Cl)cc1Cl,6.5,-11.4,-0.2,-27.9,10.3,-51.1
C/C(=N/Nc1cn[nH]c(=O)c1Cl)c1ccccc1,11.6,0.8,3.1,8.8,-10.9,6.0
COC1N(c2ccccc2)NC(=O)C1(C)C (stereo not drawn),68.2,nt,36.8,48.0,nt,nt
CCOC(=O)/C=C/SCCCC(=O)O,1.5,0.2,-1.5,42.2,-22.8,-4.5
C=CC1C(=O)N(C)[C@H](C(C)(C)C)N1C(=O)c1ccccc1 (stereo partly drawn),1.5,9.1,11.9,10.0,-18.9,2.0
CCOc1cnn(-c2ccccc2)c(=O)c1SCc1ccc(Cl)c(Cl)c1,37.5,65.8,8.9,32.4,53.1,40.3
CCOC(=O)c1cc2c(=O)cccnc2o1,48.0,17.1,17.1,16.6,28.1,-8.8
O=CC(OCc1ccccc1)C(O)C(O)CO (stereo not drawn),4.8,-8.6,6.8,1.4,2.1,-0.7
CC(C)CN(CC(C)C)C(=O)c1ccccc1,2.3,1.1,8.2,2.4,8.8,4.9
COc1ccc(CCn2c(C)nc3ccc(C)cc3c2=O)cc1OC,-15.3,11.1,-16.6,-1.6,13.6,12.4
CCOC(=O)c1cc(-c2ccc(OC)c(OC)c2)cn1C,28.3,47.9,-11.3,14.8,20.8,44.6
CN1C(=O)C(C2C(=O)N(C)C(=O)N(C)C2=O)C(=O)N(C)C1=O,3.0,12.2,0.9,8.6,39.4,-2.2
CCCCn1c(N)n[nH]c1=S,20.5,1.6,8.6,-5.9,-52.5,-7.2
CCCOc1cc2c(cc1Cc1ccc3c(c1)OCO3)OCO2,0.6,-0.7,-2.5,1.9,8.8,6.3
O=C1c2ccccc2C(=Cc2cccc([N+](=O)[O-])c2)c2ccccc21,15.6,-6.3,18.4,0.6,9.8,4.2
c1ccc2c(c1)[nH]c1ccncc12,-0.8,-1.6,0.1,3.7,-40.0,-9.7
Cc1ccc(S(=NS(=O)(=O)c2ccc(C)cc2)c2ccc(C)cc2)cc1,27.2,43.7,23.2,15.3,12.4,51.2
# Additional entries follow.
SMILES,yeast rad50,sgs1 mgt1,mec2-1,mlh1 rad18,cln2 rad14,yeast bub3
Cc1nc2nn[nH]n2c(=O)c1CCO,13.2,16.2,0.1,-51.6,14.2,-7.0
N=C(N)SCc1ccc(N=C=S)cc1,-30.9,-20.5,-1.2,-32.7,-8.5,-31.8
N#CC1(OC2OC(CO)C(O)C(O)C2O)C=CC(OS(=O)(=O)O)C1 (stereo not drawn),9.9,3.5,-23.1,-4.8,-2.1,-18.6
CC(C)CNC(=O)/C=C/c1ccc2c(c1)OCO2,13.5,-1.4,-19.1,-15.1,3.4,6.5
CN=C1NC(C)(C)C2CCC(C)(CC2)S1,8.3,-4.3,14.9,14.7,-71.3,2.9
CCN(CC)C(=O)CCBr,17.8,2.1,2.8,0.9,9.4,-5.9
CCNC(=O)/C=C/CCC#Cc1ccc(-c2ccc(-c3cccs3)s2)s1,1.9,-13.3,-6.4,-30.9,3.9,-45.4
O=C(N/N=C/c1ccccc1O)c1ccccc1NC(=O)C1CC1,-11.8,30.8,26.9,47.4,-28.6,21.6
C=C(C(N)=O)C(N)C(=O)O (stereo not drawn),-20.1,13.1,9.8,7.5,-7.4,40.5
CNCCNc1ncc([N+](=O)[O-])s1,-3.2,-37.6,-9.1,-32.5,-25.1,-43.0
O=C(OC1(c2nccc3ccccc23)CCCN(Cc2ccccc2)C1)c1ccccc1 (stereo not drawn),28.9,15.9,11.8,24.1,14.2,-1.4
c1ccc2cc(C3OCCCO3)ccc2c1,19.4,-2.0,10.2,4.2,-62.9,-2.5
O=Cc1c[nH]c2c(=O)[nH]cnc12,21.4,-3.5,-4.2,15.8,1.3,-6.0
Nc1ccc(S(N)(=O)=O)cc1SSc1cc(S(N)(=O)=O)ccc1N,23.3,45.9,3.5,57.5,43.7,12.4
C=C(C)CN(Cc1ccccc1)C1CCCCCCC1,-7.5,-14.8,-11.3,-17.6,-5.8,1.4
COc1ccccc1C1OC(=N)C(=S)N1C (stereo not drawn),6.6,-14.3,-10.1,8.6,-20.6,-32.7
COc1cccc(NC(=S)NC2CC(C)CC(C)(C)C2)c1 (stereo not drawn),86.5*,89.8*,89.3*,84.8*,86.2*,89.2*
O=C(O)CCCCCC(=O)c1ccccc1,-8.4,-6.2,-10.4,9.6,-8.9,-4.0
COc1ccccc1NC(=O)C(/C=N/C(N)=S)=C(\C)O,-20.1,-33.1,-6.5,-14.4,7.6,-3.6
COc1ccc(C2=C(Cl)c3cc(OC)c(OC)cc3C2OC)cc1OC (stereo not drawn),-13.3,-2.4,-1.8,-10.8,-6.0,5.0
O=C(/C=C/c1ccccc1)CCC1C(=O)c2ccccc2C1=O,3.2,1.1,-9.0,4.6,17.8,-12.6
COC1CCCC2CC3=C(CCCC3)OC21 (stereo not drawn),-6.5,5.1,3.5,-13.5,-100.8,-14.0
O=C(O)CCCc1ccc2c(c1)C(C(=O)O)CC2 (stereo not drawn),-28.6,14.8,-2.5,-18.6,-7.5,-9.4
O=c1c2ccccc2nc(-c2ccccc2)n1NC(=S)Nc1ccc(Cl)cc1,29.2,13.6,-9.4,-7.2,-54.1,19.4
COC(=O)CC1(C(=O)OC)Nc2ccccc2C(=O)O1 (stereo not drawn),2.6,18.8,21.7,2.9,-11.1,-11.1
# (listing goes on)
SMILES,yeast rad50,sgs1 mgt1,mec2-1,mlh1 rad18,cln2 rad14,yeast bub3
COc1ccccc1N1CCN(Cn2c(=O)oc3cccnc32)CC1,-30.4,-20.2,-26.4,-5.4,-13.0,-11.1
CCCCn1c(CCC)nc([N+](=O)[O-])c1Sc1ncn[nH]1,-4.2,-28.4,6.2,8.6,-1.0,-20.2
O=[N+]([O-])c1ccc(/C=C/c2ccccc2)c([N+](=O)[O-])c1,23.4,14.7,-6.7,35.5,-4.8,39.6
CCCCCCC(/C=C/c1c(Cl)cccc1Cl)=N\O,83.4*,91.3*,91.7*,94.2*,69.1,92.8*
O=C(CSc1nc2ccc([N+](=O)[O-])cc2s1)c1ccc2ccccc2c1,-3.0,-19.4,18.6,-4.7,-5.3,-25.1
c1ccc(COC2COC(OCc3ccccc3)C(OCc3ccccc3)C2OCc2ccccc2)cc1 (stereo not drawn),1.1,3.4,-3.5,-3.3,-36.4,12.4
CC1(C2(C)Nc3ccccc3O2)Nc2ccccc2O1 (stereo not drawn),10.2,9.9,8.3,9.1,-36.8,3.6
COC1=CC(=O)N/C1=C(\OC)c1ccccc1,-24.5,-7.0,-0.9,-5.2,-5.6,-15.2
C=C1C(=O)OC2CCCC(O)C12 (stereo not drawn),2.4,-6.5,2.5,1.9,-39.0,-12.2
O=[N+]([O-])c1ccc2nc3ccccc3cc2c1,87.0*,68.2,55.5,89.1*,0.1,69.0
COc1cc(C(=O)O)c(I)c(OC)c1OC,-10.9,-6.2,-5.8,-9.7,-4.8,3.6
CCC(C)C/C(C)=N/Nc1ccc([N+](=O)[O-])cc1[N+](=O)[O-] (stereo not drawn),-0.4,0.7,7.8,-6.2,-16.4,12.7
C[n+]1c(/C=C/c2ccc(Cl)cc2)sc2ccccc21,60.5,73.0*,51.9,78.8*,75.2*,29.6
CCOC(=O)C1=C(O)C(=O)c2ccsc2C1=O,-20.0,-36.1,-32.2,-22.0,4.4,-14.2
O=C(O)c1cc(=O)c2ccc(-c3ccccc3Cl)cc2[nH]1,3.0,-6.0,-8.6,-0.7,-12.7,5.0
COc1ccc(Cc2coc3cc(OC)cc(OC)c3c2=O)cc1,-7.5,8.9,-12.6,4.0,8.8,27.4
CC(c1ccc(N2Cc3ccccc3C2=O)cc1)C(O)C(N)=O (stereo not drawn),10.6,6.1,-7.2,9.4,15.5,6.2
N#Cc1ccc([N+](=O)[O-])n1CCO,9.7,35.0,8.7,19.3,-0.1,15.6
COc1cc(C)c([N+](=O)[O-])cc1OC,5.0,-6.5,-8.2,3.2,2.8,0.8
CN1CCCC1c1cccnc1NS(=O)(=O)c1ccc(N)cc1 (stereo not drawn),9.8,16.9,-15.0,26.4,10.3,7.5
NNC(=S)NC1CCCCC1,29.8,29.8,-4.5,36.0,12.2,16.9
O=c1[nH]c2cc([N+](=O)[O-])ccc2nc1/C(=N/Nc1ccccc1)C(O)c1ccc(C(O)/C(=N\Nc2ccccc2)c2cnc3cc([N+](=O)[O-])ccc3n2)cc1 (stereo not drawn),-4.0,-11.4,-23.9,-4.3,5.2,-6.5
N=c1nc(N)ss1,15.8,16.4,5.8,44.0,-31.6,21.7
CCC[CH2][Sn]1([CH2]CCC)[O]C2C(CO)OC(n3c(Br)c(C(N)=O)c4c(N)ncnc43)C2[O]1 (stereo not drawn),98.3*,98.7*,98.4*,98.5*,97.5*,97.5*
NC(=O)c1cnn(CCO)c1N,0.2,2.5,-3.4,12.6,-15.6,2.9
CCOC1(C)Oc2cc3c(cc2C(c2cc(OC)c(OC)c(OC)c2)C1C)OCO3 (stereo not drawn),12.4,-6.8,1.6,32.5,-29.4,1.4
CC(=O)CCC(C#N)c1ccccc1 (stereo not drawn),9.8,-4.5,-5.3,-7.9,-41.6,-8.4
CCCN=C(C(C)=O)N(C)C,-1.7,-14.9,1.3,2.9,6.5,24.2
CC(=O)Nc1ccc(N=C/C=C/c2ccccc2)cc1,-24.6,5.9,-56.5,2.0,2.0,-44.5
Nc1cc2c(cc1Cl)-c1ccc(Cl)cc1C2O (stereo not drawn),6.2,-2.0,-2.1,0.2,-39.9,-4.5

# Reformatted with values under each structure: 14 of the compounds above
# Results follow in this order: yeast rad50 | sgs1 mgt1 | mec2-1 | mlh1 rad18 | cln2 rad14 | yeast bub3
- CCC(C)C/C(C)=N/Nc1ccc([N+](=O)[O-])cc1[N+](=O)[O-] (stereo not drawn)
→ -0.4 | 0.7 | 7.8 | -6.2 | -16.4 | 12.7
- C[n+]1c(/C=C/c2ccc(Cl)cc2)sc2ccccc21
→ 60.5 | 73.0* | 51.9 | 78.8* | 75.2* | 29.6
- CCOC(=O)C1=C(O)C(=O)c2ccsc2C1=O
→ -20.0 | -36.1 | -32.2 | -22.0 | 4.4 | -14.2
- O=C(O)c1cc(=O)c2ccc(-c3ccccc3Cl)cc2[nH]1
→ 3.0 | -6.0 | -8.6 | -0.7 | -12.7 | 5.0
- COc1ccc(Cc2coc3cc(OC)cc(OC)c3c2=O)cc1
→ -7.5 | 8.9 | -12.6 | 4.0 | 8.8 | 27.4
- CC(c1ccc(N2Cc3ccccc3C2=O)cc1)C(O)C(N)=O (stereo not drawn)
→ 10.6 | 6.1 | -7.2 | 9.4 | 15.5 | 6.2
- N#Cc1ccc([N+](=O)[O-])n1CCO
→ 9.7 | 35.0 | 8.7 | 19.3 | -0.1 | 15.6
- COc1cc(C)c([N+](=O)[O-])cc1OC
→ 5.0 | -6.5 | -8.2 | 3.2 | 2.8 | 0.8
- CN1CCCC1c1cccnc1NS(=O)(=O)c1ccc(N)cc1 (stereo not drawn)
→ 9.8 | 16.9 | -15.0 | 26.4 | 10.3 | 7.5
- NNC(=S)NC1CCCCC1
→ 29.8 | 29.8 | -4.5 | 36.0 | 12.2 | 16.9
- O=c1[nH]c2cc([N+](=O)[O-])ccc2nc1/C(=N/Nc1ccccc1)C(O)c1ccc(C(O)/C(=N\Nc2ccccc2)c2cnc3cc([N+](=O)[O-])ccc3n2)cc1 (stereo not drawn)
→ -4.0 | -11.4 | -23.9 | -4.3 | 5.2 | -6.5
- N=c1nc(N)ss1
→ 15.8 | 16.4 | 5.8 | 44.0 | -31.6 | 21.7
- CCC[CH2][Sn]1([CH2]CCC)[O]C2C(CO)OC(n3c(Br)c(C(N)=O)c4c(N)ncnc43)C2[O]1 (stereo not drawn)
→ 98.3* | 98.7* | 98.4* | 98.5* | 97.5* | 97.5*
- NC(=O)c1cnn(CCO)c1N
→ 0.2 | 2.5 | -3.4 | 12.6 | -15.6 | 2.9

# Screening data from PubChem.
